NPY-Y1 PAM-ag: human NPY-Y1 potentiation or agonism, primary screen | P25929 | NPY-Y1 expressing cells, potentiator/agonist activation | activation, % at 3.6 µM | 220,000 compounds, 0.37% hits | AID 1304; in the data active means activation above about 33%, passing the limit was not always enough;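 further: cells stimulated with NPY at EC10 then isoproterenol at EC100; 0% = low agonist plus stimulus and 100% = saturating agonist plus stimulus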
CHOP inhibitor: CHOP inhibition in unfolded protein response; CHO-K1 CHOP-promoter luciferase, tunicamycin-induced, 15-18 h; inhibition, % at 10 µM; 220,000 compounds, 3.8% hits; AID 2732;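 active means compounds that reduced the stress-induced luciferase reporter signal by more than about 70% of percent inhibition, limit read from the data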;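 further: 0% = tunicamycin plus vehicle and 100% = wells without tunicamycin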
NPY-Y1 antag: antagonists of human neuropeptide Y receptor Y1; P25929; HEK293-CNG Y1 cells, membrane potential fluorescence; NPY at EC95, then isoproterenol; 200,000 compounds, 1% hits; inhibition, % at 3.6 µM;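 active means inhibition above the campaign mean inhibition of all tested compounds plus 3 SD, cut at about 20% in these data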;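 further: 0% = DMSO wells given NPY plus isoproterenol and 100% = isoproterenol alone without NPY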
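material = HEK293 cells with Y1 receptor plus CNG channel | also added = NPY 25 nM then isoproterenol 1 µM plus Ro 20-1724 25 µM | schedule = dye 3 h, compound 60 min room temperature, stimulation 45 min | measured by = membrane potential fluorescence | benchmarks = high control isoproterenol alone, low control NPY with isoproterenol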
S1P4 antag: blocks the human S1P4 receptor | S1P4-expressing cells, antagonist mode, reporter read-out | inhibition, % at 4.98 µM | 220,000 compounds, 0.26% hits; in the data active means inhibition above about 29%;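 further: 0% = wells stimulated with agonist and 100% = vehicle wells without agonist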
NPY2 pot ag: potentiators or agonists of human neuropeptide Y receptor Y2; P49146; cells expressing NPY-Y2, potentiator/agonist read-out; activation, % at 3.6 µM; 220,000 compounds, 0.45% hits; AID 1359; in the data active means activation above about 27%;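 further: cells stimulated with NPY near EC25 plus isoproterenol at EC100; 0% = vehicle plus submaximal agonist and 100% = vehicle plus saturating agonist; some results beyond the cut were filed as inactive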
Target sequence (P49146 whole entry, looked up): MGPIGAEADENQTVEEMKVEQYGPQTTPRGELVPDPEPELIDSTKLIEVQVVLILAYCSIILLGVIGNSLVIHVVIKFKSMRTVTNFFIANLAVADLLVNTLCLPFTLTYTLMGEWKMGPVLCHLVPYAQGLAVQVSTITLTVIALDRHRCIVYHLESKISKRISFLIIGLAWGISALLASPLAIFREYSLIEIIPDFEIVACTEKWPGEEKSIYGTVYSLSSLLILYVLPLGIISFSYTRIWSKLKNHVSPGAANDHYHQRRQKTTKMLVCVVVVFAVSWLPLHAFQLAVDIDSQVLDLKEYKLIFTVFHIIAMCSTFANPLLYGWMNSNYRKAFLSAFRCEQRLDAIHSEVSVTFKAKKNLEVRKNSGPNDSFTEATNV
Ba/F3 V617F tox: lowers viability of Ba/F3 cells expressing EpoR and JAK2V617F; inhibition, % at 5.6 µM; 220,000 compounds, 1.1% hits; ATP luminescence; AID 1446;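 active means inhibition above the campaign mean plus 3 SD over all tested compounds, cut at about 24% in these data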;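 further: cytokine-independent growth of Ba/F3 cells driven by EpoR plus mutant JAK2; 0% = DMSO-treated cells and 100% = JAK inhibitor I control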
S1P4 agonist: agonists of human S1P4 receptor. activation, % at 4.98 µM. AID 1509. 220,000 compounds, 0.35% hits. O95977. S1P4-expressing cell line, agonist reporter assay; in the data active means activation above about 11%;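 further: 0% = DMSO vehicle and 100% = reference agonist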
BaF3 tox: parental Ba/F3 viability inhibition as JAK2V617F counter-screen; AID 1486; inhibition, % at 5.6 µM; 220,000 compounds, 1.1% hits; CellTiter-Glo ATP luminescence;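 active means inhibition above a per-campaign cutoff, the mean inhibition of all tested compounds plus 3 SD, cut at about 27% in these data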;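 further: 0% = DMSO wells and 100% = JAK Inhibitor I control wells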
p47phox inh: inhibitors of human p47phox binding; P14598; p47phox/p22phox peptide binding, fluorescence polarization, 2 h; inhibition, % at 24.7 µM; 220,000 compounds, 0.53% hits; AID 1274;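 active means inhibition above about 30%, limit read from the data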;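 further: 0% = p47phox with labelled peptide and 100% = labelled peptide alone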
Target sequence (P14598 whole entry, looked up): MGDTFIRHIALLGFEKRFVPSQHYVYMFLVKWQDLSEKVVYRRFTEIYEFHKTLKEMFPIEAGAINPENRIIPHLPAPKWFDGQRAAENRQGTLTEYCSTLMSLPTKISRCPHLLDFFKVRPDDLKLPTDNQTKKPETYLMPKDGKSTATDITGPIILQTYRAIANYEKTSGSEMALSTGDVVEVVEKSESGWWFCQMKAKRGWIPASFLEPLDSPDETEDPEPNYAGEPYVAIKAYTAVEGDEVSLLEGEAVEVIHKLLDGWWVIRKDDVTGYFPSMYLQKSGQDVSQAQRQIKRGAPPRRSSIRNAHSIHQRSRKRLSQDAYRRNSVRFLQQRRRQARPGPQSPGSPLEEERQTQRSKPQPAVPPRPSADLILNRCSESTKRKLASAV
Starred values were filed as active, the others as inactive; · = no result given. Rows are unselected. About 7.1% of those tested had a hit in this group.

no.	compound	NPY-Y1 PAM-ag	CHOP inhibitor	NPY-Y1 antag	S1P4 antag	NPY2 pot ag	Ba/F3 V617F tox	S1P4 agonist	BaF3 tox	p47phox inh
1	Cc1c(NC(=O)CN2C(=O)C3C4C=CC(C4)C3C2=O)c(=O)n(-c2ccccc2)n1C (centres undefined)	6.7	5.0	-5.0	3.7	-6.6	3.6	-2.4	1.9	-3.0
2	c1ccc(CSc2nnc3ccc(-c4ccncc4)nn23)nc1	-17.2	-7.6	3.6	-8.2	-3.0	-0.2	1.4	1.4	4.4
3	CCC(C)Oc1nc(C)cc(C)c1S(=O)(=O)c1ccccc1C (centres undefined)	-8.1	34.9	8.9	-9.2	-2.6	6.5	0.1	4.8	-1.0
4	O=C(CN1CCN(C(=O)c2ccco2)CC1)Nc1ccc(Cl)c(S(=O)(=O)N2CCOCC2)c1	-1.6	-6.7	-0.3	-5.7	-14.2	6.6	-2.7	1.8	-5.6
5	CC1(C)CC(=O)C(C=Nc2ccc3c(c2)OCO3)=C(O)C1	7.0	16.5	3.0	-10.9	-0.2	0.0	0.3	-0.9	-5.0
6	Cc1sc2nc(CC(=O)NN)[nH]c(=O)c2c1C	15.0	-2.8	·	-16.5	-8.4	-4.8	1.2	-1.2	-8.8
7	O=C(O)c1cc(-c2c[nH]c3ccccc23)nc2cc3ccccc3cc12	15.5	7.1	·	7.1	4.5	3.0	0.1	9.4	-9.2
8	O=C(/C=C/c1ccccc1)Nc1ncn[nH]1	7.9	10.5	5.8	7.4	-6.5	3.6	0.6	7.5	-10.8
9	Cc1cc2oc(=O)cc(CN3CCN(Cc4ccccc4)CC3)c2cc1Cl	-11.5	-15.3	7.8	-1.5	-15.0	3.1	0.4	8.5	-6.9
10	COc1ccc(NC(=O)CCNS(=O)(=O)c2ccc3c(c2)c(=O)n(C)c(=O)n3C)cc1	-6.7	-10.4	-1.9	-19.0	3.1	0.9	-0.5	4.3	2.2
11	CC1CCCC(C)N1C(=O)COC(=O)CCc1nc2ccccc2c(=O)[nH]1 (centres undefined)	-13.9	-22.5	1.5	-2.8	-0.4	-1.1	3.9	3.4	-0.1
12	COc1ccc(CCNS(=O)(=O)c2cccs2)cc1	-13.7	4.9	14.2	1.4	-0.7	-3.1	-1.3	2.2	-9.0
13	CCCC(=O)Nc1sc2c(c1C#N)CC(C)(C)NC2(C)C	-50.4	-12.3	0.9	-5.7	5.7	-1.4	2.4	4.2	-5.4
14	CCCNC(=O)c1nn2cc(Br)cnc2c1Cl	-17.7	6.3	-2.2	-0.1	-7.5	-1.7	0.0	-4.0	-4.5
15	Cc1nnc(NC(=O)C(C)Oc2ccc3c(C)cc(=O)oc3c2)s1 (centres undefined)	-7.9	36.5	-0.6	-6.3	1.5	2.4	-1.0	3.4	-5.1
16	COc1c2occc2c(OC)c2c(=O)cc(C)oc12	7.8	5.6	7.0	-7.4	5.5	-1.2	0.1	6.1	1.2
17	CC(C)Oc1ccc(C(=O)NC2CCCCC2)cc1	11.2	18.0	7.8	-0.6	-3.5	-1.7	0.9	2.8	-4.2
18	Cc1ccc(-c2nnc(SCC(=O)N/N=C/c3ccc(C)s3)n2-c2ccccc2)cc1	3.6	48.4	-1.5	-14.4	-13.9	-0.6	0.1	6.9	20.1
19	CCCCC(=O)Nc1cc(C(=O)NCCc2ccccc2)ccc1Cl	5.8	0.9	-0.1	10.3	-3.6	1.5	1.7	8.8	-1.3
20	N/C(=N\OC(=O)COc1ccc(Cl)cc1Br)c1cccnc1	-1.7	-32.2	6.3	18.4	1.5	4.6	0.1	10.4	-5.1
21	CCOC(=O)c1c(NC(=O)C(Sc2ccccc2)c2ccccc2)sc(C(=O)N(C)C)c1C (centres undefined)	-0.8	35.1	6.2	-18.0	-10.8	1.5	-0.2	-0.7	-6.2
22	O=C(CCSCCc1ccccn1)Nc1ccccn1	21.7	-31.1	-5.1	-0.8	6.7	-2.1	-0.6	0.7	-0.9
23	CC(C)CCn1nnnc1C(c1ccccc1)N1CCC(C(N)=O)CC1 (centres undefined)	-11.7	15.0	6.0	-4.3	-0.1	-4.1	1.0	0.4	-12.8
24	O=c1c2[nH]c3ccc(F)cc3c2ncn1CC1CCCO1 (centres undefined)	1.7	-14.1	·	5.0	-18.9	4.3	37.5*	-0.3	1.6
25	CCc1cccc(NC(=O)Nc2ccc3c(c2)OCO3)c1	9.3	0.2	-1.9	-1.7	-12.0	-2.1	0.1	5.4	2.4
26	CN(C)c1ccc(NS(=O)(=O)c2cc(Cl)ccc2Cl)cc1	-1.5	19.1	3.8	-3.0	14.9	-4.1	0.3	-1.0	16.4
27	OC(COc1ccccc1)Cn1c2ccccc2c2ccccc21 (centres undefined)	10.8	88.8*	-4.8	5.2	7.9	-1.3	-0.2	3.6	9.2
28	C=CCn1c(SCc2nc3sc(C(=O)O)c(C)c3c(=O)[nH]2)nnc1-c1ccccc1	8.8	-4.3	-0.2	-16.0	-16.4	3.5	-1.5	-1.5	-5.9
29	O=C1NC2(CCCc3ccccc32)C(=O)N1Cc1nnc(-c2ccccc2Br)o1 (centres undefined)	-18.5	16.6	1.7	-8.7	-6.4	-3.4	-1.4	4.7	-5.1
30	CCCOc1ccc(-c2cn3ccccc3n2)cc1[N+](=O)[O-]	-22.4	-21.0	5.2	-6.9	-18.9	3.2	-1.5	13.6	-1.9
31	Cc1ccc(NC(=O)Cc2c(C(=O)O)n(C)c3ccccc23)cc1F	-14.8	-5.7	4.6	-1.1	-36.9	3.5	-1.3	6.7	-3.7
32	COc1ccccc1Nc1nc(N)nc(CN2CCN(Cc3ccc4c(c3)OCO4)CC2)n1	1.3	8.0	·	-2.5	-24.8	-3.0	-0.7	-0.8	-9.8
33	COCCNC(=O)CSc1ncnc2sc(-c3ccccc3)cc12	-8.2	4.3	5.8	-14.5	-16.7	3.8	0.3	8.9	-4.7
34	CC(=O)C(Cc1ccccc1)NC(=O)CN1CCN(Cc2ccccc2)CC1 (centres undefined)	4.3	7.5	-0.7	2.6	-4.2	2.6	0.7	4.5	-3.9
35	Cc1ccc(CNC(=O)NC2CCCCC2)cc1	2.3	29.8	-5.1	10.6	4.6	0.2	0.6	1.0	-10.3
36	CCOc1ccc(C(NC(=O)/C=C/c2ccco2)c2ccc(OC)c(OC)c2)cc1 (centres undefined)	6.4	-2.6	-2.9	-5.3	10.4	0.3	5.0	6.2	-12.4
37	O=C(NC1CCCC1)c1ccccc1-c1nc2ccccc2[nH]1	11.1	24.6	-0.8	11.8	-4.6	2.5	-2.8	5.9	-2.2
38	CCOc1ccccc1-c1n[nH]c(=S)o1	-1.1	17.3	3.5	-2.6	0.1	-0.3	-0.2	4.5	-11.4
39	COc1ccccc1CNC(=O)c1cn(C)c(=O)c2cc(OC)c(OC)cc12	1.9	-7.5	1.9	-8.7	-3.4	0.1	-2.6	5.4	-6.7
40	COC(=O)C(C)Sc1nc2c(c(=O)n1-c1ccccc1)SCC2 (centres undefined)	6.2	0.3	3.2	-11.9	5.6	-0.7	0.1	9.8	-11.2
41	N#Cc1ccccc1CSc1ccccn1	-4.9	57.9	1.1	-7.5	7.3	-2.4	-0.1	6.2	-5.0
42	O=C1CCCCCN1Cc1ccccc1	-18.9	5.2	0.0	2.9	-5.5	-3.6	0.1	-0.2	-2.6
43	O=c1c2ccccc2ncn1-c1ccccc1C(F)(F)F	0.8	-6.4	5.2	11.5	5.2	3.3	-0.5	2.5	0.0
44	CC(=O)NCC(=O)OCC(=O)Nc1ccc(C(C)=O)cc1	-17.3	-4.2	1.3	-15.6	7.8	-1.2	1.5	1.9	-22.2
45	CC(c1ccccc1)n1c(SCC(=O)N2CC(=O)Nc3ccccc32)nc2ccccc2c1=O (centres undefined)	14.8	14.6	0.9	8.0	-0.2	-1.7	-1.0	2.7	-38.2
46	COCCn1c(C23CC4CC(CC(C4)C2)C3)n[nH]c1=S	28.7	2.0	-4.0	-19.2	2.0	-3.5	1.5	-0.6	-20.7
47	O=C(CCCc1ccccc1)NCc1cn2ccsc2n1	6.6	-22.0	0.6	2.4	-5.1	-6.5	0.2	-1.1	-13.7
48	Nc1nc(Nc2ccc(Cl)cc2)nc(NCc2ccco2)c1[N+](=O)[O-]	12.9	86.5*	·	8.5	32.3	-2.7	0.0	-1.8	-13.8
49	CCOC(=O)CSc1nc(-c2ccccc2)nc2ccccc12	-25.4	51.9	2.6	-4.4	-17.8	-1.6	1.4	0.5	-9.8
50	CC(C)(CO)Nc1nc(Cl)nc(NC2CCCCC2)n1	8.5	6.3	·	-3.6	1.2	-2.2	0.5	-3.0	-12.2
51	CC1=C(C#N)C(Nc2ccc(Cl)cn2)(C(F)(F)F)C(=O)N1 (centres undefined)	3.2	37.0	-4.3	-5.1	4.7	-2.5	0.0	0.9	-0.6
52	Cc1cc(C)n(C(=O)c2ccc(C)c(S(=O)(=O)N3CCCCC3)c2)n1	-2.3	-8.1	-2.2	11.3	-3.6	-0.5	-3.1	4.2	1.5
